Screening data (PubChem)
Tcruzi prolif – inhibitors of T. cruzi proliferation; T. cruzi beta-gal in NIH3T3, GalScreen luminescence, 90 h; inhibition, % at 8.34 µM; actives 5.9% (n = 77,000); AID 624255;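 active = mean inhibition above about 93%, with at least 55% of replicates each passing it, limit read from the data, passing the limit was not always enough; inconclusive = only one of those two conditions holds; inactive = neither condition holds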
Pf Dd2 inh – blocks growth of Plasmodium falciparum Dd2 parasites | actives 2.3% (n = 94,000) | AID 1159554 | activity change, % at 10 µM | P. falciparum Dd2 growth, SYBR Green, 72 h; hits give low values; in the data active = activity change below about -80%; inconclusive = no clear call, values can overlap the other calls
C diff HTS – inhibitors of Clostridium difficile growth; actives 0.25% (n = 86,000); growth activity, negative = inhibition, % at 16 µg/mL (by protocol); Clostridium difficile clinical isolate growth, OD600, 24 h; hits give low values; AID 1259249;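 active = mean growth activity at or below -80% and every replicate also at or below -80%; inconclusive = mean at or below -80% but some replicate above -80%; inactive = mean growth activity above -80%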;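 note: 0% = DMSO wells and -100% = levofloxacin 16 µg/mL wells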
KDM4C inh – inhibitors of human demethylase GASC-1 KDM4C; actives 0.15% (n = 96,000); GST-KDM4C 2-372, H3K9me3 peptide, LANCE TR-FRET; Q9H3R0; inhibition, % at 12.5 µM;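 active = mean replicate inhibition above about 25%, with at least 55% of replicates also reaching it, limit read from the data, passing the limit was not always enough; inconclusive = only one of those two conditions met; inactive = neither condition met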
Target sequence (Q9H3R0 2-372 limits assumed): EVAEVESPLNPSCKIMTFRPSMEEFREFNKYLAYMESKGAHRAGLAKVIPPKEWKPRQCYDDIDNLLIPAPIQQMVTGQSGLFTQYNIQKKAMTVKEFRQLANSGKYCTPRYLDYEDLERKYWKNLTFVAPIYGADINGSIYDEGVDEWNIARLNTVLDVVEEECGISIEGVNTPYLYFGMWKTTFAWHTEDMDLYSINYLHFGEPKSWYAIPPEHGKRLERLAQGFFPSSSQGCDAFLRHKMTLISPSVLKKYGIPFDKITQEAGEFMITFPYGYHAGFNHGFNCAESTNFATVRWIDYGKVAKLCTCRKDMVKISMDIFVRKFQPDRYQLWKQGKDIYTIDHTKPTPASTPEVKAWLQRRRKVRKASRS
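System: N-terminal GST-fused human GASC-1 (KDM4C) fragment, residues 2-372 / Amount: 10 nM GST-KDM4C in enzyme reaction / Also added: H3K9me3 peptide with Fe(II)/2OG / Times: 30 min demethylation and 1 h detection at room temperature / Signal: LANCE TR-FRET / Read-out basis: Fall in 671/618 emission ratio as inhibition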
* hit, by the source's call; ? = inconclusive; nt = no result given; & = joins results of further samples.

SMILES | Tcruzi prolif | Pf Dd2 inh | C diff HTS | KDM4C inh
C[C@H]1CN([C@@H](C)CO)C(=O)c2cc(-c3ccncc3)cnc2O[C@@H]1CN(C)C(=O)Cc1cccnc1 | 74 | 26 | 5 | 1.4
COc1ccc(CN(C)C[C@H]2OCCCC[C@@H](C)Oc3ccc(NC(=O)Nc4ccc(C(F)(F)F)cc4)cc3C(=O)N([C@@H](C)CO)C[C@@H]2C)cc1 | 45 | -63 | -101* | nt
COc1ccc(S(=O)(=O)N[C@@H]2CC[C@H](CC(=O)NCc3ccccc3F)O[C@H]2CO)cc1 | 20 | 16 | 0 | -0.3
Cc1ccc(-c2ccc3c(c2)O[C@@H](CN(C)C(=O)Nc2ccc(C(F)(F)F)cc2)[C@H](C)CN([C@@H](C)CO)S3(=O)=O)cc1 | 77 | -32 | 2 | 6.2
COc1ccc(NC(=O)N(C)C[C@H]2Oc3c(NC(=O)Nc4c(C)noc4C)cccc3C(=O)N([C@@H](C)CO)C[C@@H]2C)cc1 | -12 | 11 | nt | 1.9
O=C(C[C@@H]1CC[C@H]2[C@@H](COC[C@@H](O)CN2C(=O)c2ccc3c(c2)OCO3)O1)NC1CCC1 | -10 | 11 | 2 | -0.1
C[C@@H]1CN([C@@H](C)CO)C(=O)Cc2cc(NC(=O)Nc3ccccc3)ccc2O[C@H]1CN(C)Cc1ccc(C(F)(F)F)cc1 | 25 | -62 | 2 | -0.3
CC(=O)N1[C@@H]2Cn3c(ccc(C4=CCCCC4)c3=O)[C@H]1[C@@H](C(=O)NC1CCCC1)[C@@H]2CO | 64 | -9 | -1 | 2.6
C[C@H]1CN([C@@H](C)CO)C(=O)c2cccc(NS(=O)(=O)c3ccc(Cl)cc3)c2O[C@H]1CN(C)Cc1ccc(Oc2ccccc2)cc1 | 103 | -22 | 36 | 0.4
CO[C@H]1CN(C)C(=O)c2cc(NC(=O)NC(C)C)ccc2OC[C@H](C)N(C(=O)CN(C)C)C[C@H]1C | -64 | 4 | -1 | 1.0
C[C@@H]1CN([C@H](C)CO)C(=O)c2cccc(NC(=O)c3cnccn3)c2O[C@@H]1CN(C)CC1CC1 | -14 | -21 | -1 | -0.7
COc1ccc(NC(=O)N(C)C[C@H]2Oc3c(NS(C)(=O)=O)cccc3C(=O)N([C@@H](C)CO)C[C@@H]2C)cc1 | -27 | 39 | 1 | 1.3
CCCN1[C@H](C(=O)NCC)[C@@H](CO)[C@@H]2Cn3c(ccc(C4=CCCC4)c3=O)[C@@H]21 | 32 | 6 | 0 | 6.1
C[C@@H]1CN([C@H](C)CO)C(=O)c2cc(NS(=O)(=O)c3ccccc3)ccc2O[C@@H](C)CCCCO[C@@H]1CN(C)S(=O)(=O)c1ccccc1 | 65 | -40 | nt | -0.2
C[C@H](CO)N1C[C@H](C)[C@H](CN(C)C(=O)c2ccncc2)OCCCC[C@H](C)Oc2ccc(NC(=O)Cc3ccccc3)cc2C1=O | 25 | 3 | 1 | 5.7
CCCNC(=O)C[C@@H]1C[C@H]2c3cc(NC(=O)Nc4ccccc4)ccc3O[C@H]2[C@@H](CO)O1 | 22 | -8 | 3 | -0.4
COc1ccc(S(=O)(=O)N(C)C[C@H]2Oc3ccc(NS(=O)(=O)c4c(C)noc4C)cc3C(=O)N([C@H](C)CO)C[C@@H]2C)cc1 | nt | -41 | -4 | -1.2
O=C(Nc1cccc(F)c1)N1CCCCN2[C@@H](CO)[C@H](c3ccc(C#Cc4ccccc4)cc3)[C@@H]2C1 | 65 | ? | 11 | 0.1
C[C@@H]1CN([C@@H](C)CO)C(=O)Cc2cc(NC(=O)Nc3cccc4ccccc34)ccc2O[C@H]1CN(C)Cc1ccc(C(F)(F)F)cc1 | 86 | -35 | 63 | -0.7
Cc1ccccc1-c1ccc(C2[C@@H]3CN(C(=O)c4ccc(F)cc4)C[C@H]2N3)cc1 (stereo partly specified) | nt | 9&5 | 78&63 | 1.0&-2.7
CO[C@H]1CN(C)C(=O)c2ccc(NC(=O)Nc3ccccc3F)cc2OC[C@H](C)NC[C@@H]1C | -28 | -13 | -3 | 0.7
CC(C)CC#Cc1ccc([C@@H]2[C@H]3CN(C(=O)NC4CCCCC4)CC(=O)N3[C@H]2CO)cc1 | nt | -19 | -4 | -0.1
O=C(C[C@H]1C[C@H]2c3cc(NC(=O)C4CCC4)ccc3O[C@H]2[C@@H](CO)O1)NCc1cccnc1 | 42 | 23 | -2 | 0.2
CS(=O)(=O)Nc1ccc2c(c1)[C@H]1C[C@H](CC(=O)NCC(F)(F)F)O[C@H](CO)[C@H]1O2 | nt | 8 | 1 | 1.8
CC(C)NC[C@@H]1[C@@H](c2ccc(C3=CCCCC3)cc2)[C@H](CO)N1C(=O)NC(C)C | ? | -49 | 21 | 1.3
C[C@H]1CN([C@@H](C)CO)C(=O)c2cc(NC(=O)Nc3ccc(C(F)(F)F)cc3)ccc2O[C@@H]1CN(C)Cc1ccc(C(F)(F)F)cc1 | -35 | 11 | 11 | -0.3
N#C[C@H]1[C@@H](c2ccc(C#CC3CCCC3)cc2)[C@H](CO)N1C(=O)Cc1ccccn1 | nt | -51 | -1 | 1.9
C[C@H](CO)N1C[C@H](C)[C@H](CN(C)C(=O)NC2CCCC2)Oc2ncc(-c3cccc(C(F)(F)F)c3)cc2C1=O | 97 | -9 | 7 | -2.6
O=C(NC[C@H]1N[C@H](CO)[C@@H]1c1ccccc1)c1ccccc1F | 8 | 2 | -4 | 4.3
C[C@H](CO)N1C[C@H](C)[C@@H](CN(C)Cc2ccccc2F)Oc2ncc(/C=C/c3ccccc3)cc2C1=O | 120* | -45 | 9 | -0.3

Single records, as listed above.
O=C(Nc1cccc(F)c1)N1CCCCN2[C@@H](CO)[C@H](c3ccc(C#Cc4ccccc4)cc3)[C@@H]2C1 is listed with Tcruzi prolif = 65; Pf Dd2 inh = ?; C diff HTS = 11; KDM4C inh = 0.1
Cc1ccccc1-c1ccc(C2[C@@H]3CN(C(=O)c4ccc(F)cc4)C[C@H]2N3)cc1 (stereo partly specified) is listed with Tcruzi prolif = nt; Pf Dd2 inh = 9&5; C diff HTS = 78&63; KDM4C inh = 1.0&-2.7

More structures follow:
SMILES | Tcruzi prolif | Pf Dd2 inh | C diff HTS | KDM4C inh
CO[C@@H]1CN(C)C(=O)c2cc(NC(=O)NC3CCCCC3)ccc2OC[C@@H](C)N(CC2CCOCC2)C[C@H]1C | nt | -15 | nt | 0.6
CC(=O)N(C)C[C@H]1Oc2cc(C#Cc3ccccc3F)ccc2S(=O)(=O)N([C@@H](C)CO)C[C@@H]1C | 65 | -30 | -10 | -0.5
COc1ccc(CN(C)C[C@@H]2Oc3ccc(NC(=O)NC(C)C)cc3C(=O)N([C@H](C)CO)C[C@@H]2C)cc1 | -18 | 13 | -1 | 0.6
N#C[C@@H]1[C@@H](c2ccc(C3=CCCCC3)cc2)[C@H](CO)N1C(=O)CN1CCOCC1 | 46 | 2 | 6 | 4.4
O=C([C@@H]1[C@@H](CO)[C@@H]2Cn3c(ccc(/C=C/c4ccccc4)c3=O)[C@H]1N2)N1CCCCC1 | 6 | 4 | 1 | -1.1
CO[C@H]1CN(C)C(=O)c2cc(NC(=O)NC3CCCCC3)ccc2OC[C@H](C)N(C)C[C@H]1C | 6 | 17 | 0 | -2.6
CN1c2ccc(C3=CCCCC3)cc2[C@H]2[C@H](CCN2C(=O)C2CC2)[C@@H]1CO | nt | -89* | 26 | nt
O=C(N[C@@H]1CC[C@@H](CCNS(=O)(=O)c2ccc(F)cc2)O[C@H]1CO)c1cnccn1 | -45 | 22 | -4 | -0.5
Cc1cc(C(=O)Nc2cccc3c2O[C@@H](CN(C)Cc2ccc(-c4ccccc4)cc2)[C@H](C)CN([C@H](C)CO)C3=O)n(C)n1 | 91 | -29 | 6 | -0.8
Cc1ccc(S(=O)(=O)Nc2cccc3c2O[C@@H](CN(C)C)[C@@H](C)CN([C@@H](C)CO)C3=O)cc1 | 54 | 0 | 0 | -0.2
C[C@@H]1CN([C@@H](C)CO)C(=O)Cc2cc(NC(=O)CCCCCC(=O)Nc3ccccc3N)ccc2O[C@H]1CN(C)Cc1ccncc1 | 33 | -12 | -5 | 0.4
CO[C@H]1CN(C)C(=O)c2cc(NC(C)=O)ccc2OC[C@@H](C)N(Cc2cncnc2)C[C@H]1C | -6 | 22 | nt | 0.1
COc1ccc(S(=O)(=O)Nc2ccc3c(c2)CC(=O)N([C@H](C)CO)C[C@@H](C)[C@H](CN(C)S(=O)(=O)c2cn(C)cn2)O3)cc1 | -10 | 45 | -5 | -1.7
CCCNC(=O)N1C[C@@H](O)COC[C@H]2O[C@H](CC(=O)OC)CC[C@@H]21 | nt | 16 | 7&4 | -0.1
N[C@H]1CC[C@H](CCn2cc(-c3cccc(F)c3)nn2)O[C@@H]1CO | 8 | -22 | nt | -1.8

Filtered by structure, the compounds so far with a cyano group.
SMILES | Tcruzi prolif | Pf Dd2 inh | C diff HTS | KDM4C inh
N#C[C@H]1[C@@H](c2ccc(C#CC3CCCC3)cc2)[C@H](CO)N1C(=O)Cc1ccccn1 | nt | -51 | -1 | 1.9
N#C[C@@H]1[C@@H](c2ccc(C3=CCCCC3)cc2)[C@H](CO)N1C(=O)CN1CCOCC1 | 46 | 2 | 6 | 4.4

(cont.)
SMILES | Tcruzi prolif | Pf Dd2 inh | C diff HTS | KDM4C inh
CN(C)CC#Cc1ccc([C@H]2[C@H]3CN(S(=O)(=O)c4ccccc4F)CCCCN3[C@H]2CO)cc1 | 106* | 24 | 4 | 1.7
CCCN(C)C[C@H]1Oc2cc(C#Cc3ccncc3)ccc2S(=O)(=O)N([C@H](C)CO)C[C@H]1C | nt | -71 | 2 | -1.8
COCc1cn(CC[C@@H]2CC[C@H](NC(=O)Nc3ccc4c(c3)OCO4)[C@@H](CO)O2)nn1 | 4 | -22 | -3 | 1.9
C[C@@H](NC(=O)C[C@@H]1C=C[C@@H](NC(=O)C2CCOCC2)[C@@H](CO)O1)c1ccccc1 | -8 | 12 | -6 | 0.9
COc1ccc(C(=O)Nc2ccc3c(c2)C(=O)N(C)C[C@@H](OC)[C@H](C)CN(C)[C@@H](C)CO3)cc1 | -15 | -14 | -1 | -0.5
C[C@H](CO)N1C[C@H](C)[C@H](CN(C)S(C)(=O)=O)Oc2ccc(NC(=O)CCCCCC(=O)Nc3ccccc3N)cc2C1=O | nt | 5 | -4 | 9.5
CO[C@@H]1CN(C)C(=O)c2ccc(NC(=O)NC(C)C)cc2OC[C@H](C)N(CC2CC2)C[C@H]1C | -3 | 12 | nt | 2.3
COc1ccc(NC(=O)Nc2ccc3c(c2)C(=O)N([C@@H](C)CO)C[C@@H](C)[C@H](CN(C)S(=O)(=O)c2ccc(C)cc2)OCCCC[C@H](C)O3)cc1 | -5 | -75 | nt | 1.3
C[C@@H]1CCCCO[C@@H](CN(C)C(=O)Nc2ccc(F)cc2)[C@H](C)CN([C@H](C)CO)C(=O)c2cc(NC(=O)Nc3cccc4ccccc34)ccc2O1 | 108* | -24 | 4 | -1.5
C[C@H]1CN([C@@H](C)CO)S(=O)(=O)c2ccc(Br)cc2O[C@@H]1CN(C)C(=O)Nc1ccc2c(c1)OCO2 | 69 | -6 | 0 | 1.3
COc1ccc(C#Cc2ccc3c(c2)O[C@H](CN(C)C(=O)Nc2cccc(OC)c2)[C@@H](C)CN([C@@H](C)CO)S3(=O)=O)cc1 | 109* | -85* | nt | -5.7
C[C@H]1CN([C@@H](C)CO)C(=O)c2cccc(NS(=O)(=O)c3cccs3)c2O[C@@H]1CN(C)Cc1ccc(C(=O)Nc2ccccc2N)cc1 | nt | -40 | 4 | -0.4
COCC(=O)Nc1ccc2c(c1)[C@@H]1C[C@@H](CC(=O)NCCc3ccccc3)O[C@@H](CO)[C@@H]1O2 | -21 | 14 | 2 | 1.1
COCCNC(=O)C[C@H]1CC[C@H]2[C@@H](COC[C@@H](O)CN2S(=O)(=O)c2ccccc2F)O1 | 28 | nt | 3&2 | -1.0
C[C@H]1CN([C@@H](C)CO)C(=O)Cc2cc(NC(=O)Nc3ccc4c(c3)OCO4)ccc2O[C@H]1CN(C)Cc1ccc(C(F)(F)F)cc1 | 57 | -2 | 7 | -0.6
COCC(=O)N(C)C[C@H]1Oc2ncc(-c3cccc(OC)c3)cc2C(=O)N([C@H](C)CO)C[C@H]1C | -6 | 30 | 2 | -1.5
O=C(Nc1ccccc1)Nc1ccc2c(c1)[C@@H]1C[C@H](CC(=O)N3CCOCC3)O[C@@H](CO)[C@@H]1O2 | 10 | -6 | 9 | 1.4
CCCC#Cc1ccc2c(c1)O[C@@H](CN(C)C(=O)Nc1ccc(OC)cc1)[C@H](C)CN([C@@H](C)CO)S2(=O)=O | 92 | -43 | -8 | 0.8
CN(C)CC(=O)N1[C@H](CO)[C@@H](c2ccccc2-c2ccccc2F)[C@@H]1C#N | nt | -30 | 2 | 4.4

Random draw from the library. Share with any hit: about 6.7%.
